Screening results from PubChem BioAssay.
M1 PAM parental = nonselective activator or artifact in parental CHO-K1 calcium assay; ATP EC20, Fluo-8 calcium fluorescence; 0% at ATP EC20, 100% at ATP max; activation, % at 3 µM; 360,000 tested, 0.02% active; AID 602247;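 active means activation above the run cutoff, the mean activation of all test compounds plus 3 SD, cut at about 40% in these data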;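 further: peak over basal fluorescence ratio in a 140 s read after ATP addition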
M1 antag = blocks human M1 muscarinic receptor | CHO-K1 hM1, Fluo-8 calcium fluorescence, ACh EC80 antagonist | inhibition, % at 3 µM | 360,000 tested, 1.3% active;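 active means percent inhibition above its own plate's cutoff, namely the mean of that plate's compound wells plus 3 SD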;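 further: peak over basal fluorescence ratio during 140 s after agonist addition; 0% = ACh EC80 plus DMSO and 100% = DMSO alone without agonist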
Target sequence (P11229 whole entry, looked up): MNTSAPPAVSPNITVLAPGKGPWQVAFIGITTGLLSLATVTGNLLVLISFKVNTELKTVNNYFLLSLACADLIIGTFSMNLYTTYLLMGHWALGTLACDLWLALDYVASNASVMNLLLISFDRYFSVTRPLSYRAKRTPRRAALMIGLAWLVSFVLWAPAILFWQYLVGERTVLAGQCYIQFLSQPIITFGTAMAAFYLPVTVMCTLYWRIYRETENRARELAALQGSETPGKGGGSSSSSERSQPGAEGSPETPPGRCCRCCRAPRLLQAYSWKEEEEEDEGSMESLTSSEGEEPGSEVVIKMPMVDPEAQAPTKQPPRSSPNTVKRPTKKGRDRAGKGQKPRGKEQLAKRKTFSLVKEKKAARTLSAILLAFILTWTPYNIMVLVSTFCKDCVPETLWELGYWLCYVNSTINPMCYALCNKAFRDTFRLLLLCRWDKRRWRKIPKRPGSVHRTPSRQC
CHRM1 PAM = human CHRM1 positive allosteric modulation | CHO-K1 hM1, Fluo-8 calcium fluorescence, ACh EC20; 0% = ACh EC20, 100% = maximal ACh | activation, % at 3 µM | 360,000 tested, 0.088% active | AID 588819; in the data active means activation above about 19%, passing the limit was not always enough
CHO-K1 Ca antag = nonselective inhibitor or artifact in parental CHO-K1 cells; ATP-induced calcium, Fluo-8 fluorescence; inhibition, % at 3 µM; 360,000 tested, 0.6% active; AID 602250;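 active means inhibition above a per-plate cutoff, the plate's mean sample inhibition plus 3 SD, cut at about 24% in these data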;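 further: 0% = DMSO plus EC80 ATP and 100% = DMSO alone without ATP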
TAAR1 agonist = agonists of human TAAR1 | Q96RJ0 | CHO RD-HGA16 TAAR1, Fluo-8 calcium fluorescence; vehicle wells 0%, saturating PEA agonist 100% | activation, % at 3 µM | 360,000 tested, 0.99% active;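 active means activation above the mean activation of all test compounds in the run plus 3 SD, cut at about 38% in these data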
Target sequence (Q96RJ0 whole entry, looked up): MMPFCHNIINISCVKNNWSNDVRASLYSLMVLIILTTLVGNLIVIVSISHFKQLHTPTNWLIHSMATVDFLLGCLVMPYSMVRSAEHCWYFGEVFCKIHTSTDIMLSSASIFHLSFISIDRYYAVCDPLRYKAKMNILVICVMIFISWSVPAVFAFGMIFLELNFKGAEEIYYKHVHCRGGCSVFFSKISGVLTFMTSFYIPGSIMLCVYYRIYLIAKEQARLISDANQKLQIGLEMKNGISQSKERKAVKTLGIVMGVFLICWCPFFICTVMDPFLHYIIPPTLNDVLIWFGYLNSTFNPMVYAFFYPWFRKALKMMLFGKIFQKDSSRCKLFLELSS
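Test system: RD-HGA16 (CHO) cells co-expressing Gα16 and hTAAR1; dosing: one-point dosing at 3 µM (nominal); timing: 17-24 h seeding, 75 min 37 °C dye, 30 min RT; signal: kinetic Fluo-8 calcium fluorescence; read-out basis: % activation relative to PEA EC100 response; controls: DMSO and PEA EC100; replicates: n 1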
CHO parental Ca = counter-screen: ATP calcium response change in parental CHO cells. 330,000 tested, 0.63% active. parental CHO-K1, ATP-induced calcium, Fluo-8 fluorescence. AID 463079. inhibition, % at 5.6 µM;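 active means inhibition above that plate's mean sample inhibition plus 3 SD, cut at about 26% in these data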;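 further: 0% = ATP-challenged DMSO wells and 100% = DMSO wells without ATP; some compounds past the cut are filed as inactive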
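test system = CHO parental line | reagent = ATP stimulus | measured by = intracellular calcium via Fluo-8 no-wash fluorescent dye | control set = ATP and no-ATP DMSO wells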
M1 ag = human M1 muscarinic receptor agonism; CHO-K1 hM1, Fluo-8 calcium fluorescence, agonist mode; 0% DMSO, 100% acetylcholine EC100; activation, % at 3 µM; 360,000 tested, 0.33% active;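 active means activation above the run's mean compound activation plus 3 SD, cut at about 16% in these data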;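 further: peak over basal fluorescence ratio within a 140 s kinetic read after compound addition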
M1 ag parental = counter-screen for M1 agonists: effect in parental CHO-K1 cells | Fluo-8 calcium fluorescence; scaled to maximal ATP response, vehicle zero | activation, % at 3 µM | 360,000 tested, 0.48% active; in the data active means activation above about 15%;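 further: untransfected CHO-K1 host cells lacking M1 receptor as counterscreen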
TAAR1 antagonist = antagonists of human TAAR1; Q96RJ0; inhibition, % at 3 µM; 360,000 tested, 1.5% active; AID 624466; CHO RD-HGA16 TAAR1, Fluo-8 calcium fluorescence, antagonist;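 active means inhibition above a per-plate cutoff, the mean inhibition of test compounds on that plate plus 3 SD, cut at about 49% in these data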;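 further: 0% = DMSO plus EC80 beta-PEA response and 100% = DMSO alone without agonist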
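Material: CHO RD-HGA16 cells bearing hTAAR1; compound dosing: one-point dosing, 3 µM nominal final; schedule: dye loading 75 min at 37 °C, then 30 min room temperature; measured by: calcium fluorescence with Fluo-8; control set: vehicle and agonist controls; replication: n of 1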
* = called active by the depositor; x = not tested or not shown.

Results follow in this order: M1 PAM parental	M1 antag	CHRM1 PAM	CHO-K1 Ca antag	TAAR1 agonist	CHO parental Ca	M1 ag	M1 ag parental	TAAR1 antagonist
Cc1ccc(NC(=O)CCc2nc3ccccc3s2)c(O)c1
    -3	-8	12	-12	4	-5	-2	0.4	8
COc1ccc(-n2c(Cc3cc(=O)[nH]c(=O)[nH]3)nnc2SCC(=O)Nc2cc(C(F)(F)F)ccc2Cl)cc1
    9	-4	4	-8	6	-4	-8	0.3	-3
COc1ccc(C(=O)C2CCCN(S(=O)(=O)C(C)C)C2)c(C)c1 (stereo not given)
    16	-8	10	-5	7	-17	-1	2.3	-22
O=[N+]([O-])c1ccc(N2CCN(c3ccc(F)cc3)CC2)cn1
    -8	-12	6	4	3	-3	-4	4.7	10
COc1ccccc1C(=O)NCC(=O)NNC(=O)c1cccs1
    -7	-2	-3	-8	4	1	0	0.6	6
O=C(Nc1ccc(C(=O)N2CCCC(CO)C2)cc1)c1ccc(Br)o1 (stereo not given)
    20	3	-1	-1	9	-4	-2	0.4	-3
CC(=O)Oc1ccc(/C=N\NC(=O)c2cc3c(ccc4ccccc43)o2)cc1
    4	-3	5	-14	3	-1	-2	0.9	3
CCOC(=O)N1C2CCC(C2)N1C(=O)OCC
    24	-5	7	-17	1	x	-2	1.4	-4
CC(C)CNS(=O)(=O)c1ccc(OCC(=O)Nc2ccc3c(c2)OCO3)c(Cl)c1
    15	-2	3	-3	21	0	-4	1.8	27
CC(=O)CC(=O)NC1C2CC3CC(C2)CC1C3 (stereo not given)
    13	-11	6	-7	1	-9	-4	0.4	-7
COc1ccccc1CNC(=O)c1ccc(C)s1
    21	12	6	-15	6	-7	-4	0.4	-8
Cc1sc2ncnc(N3CCN(S(=O)(=O)c4ccc(F)cc4)CC3)c2c1C
    -15	29*	-17	14	3	11	-6	14	19
COc1ccccc1C(=O)N(Cc1ccc(Cl)cc1)C1CCS(=O)(=O)C1 (stereo not given)
    12	-18	15	-7	1	-19	-1	1.3	-2
Cc1ccc(C)c(Cn2c3ccccc3c3cnn(CC(=O)NCCCN4CCCCC4)c(=O)c32)c1
    -7	28	-14	-4	2	-42	-5	-0.1	9
O=C(C1=C(O)C(=O)N(CCc2ccccc2)C1c1cccnc1)c1ccco1 (stereo not given)
    18	-34	8	-2	47*	-10	-2	0.0	-1

Ordered by value in TAAR1 antagonist (lowest first): 3 of the compounds above.
mol,M1 antag,CHRM1 PAM,TAAR1 antagonist
CCOC(=O)N1C2CCC(C2)N1C(=O)OCC,-5,7,-4
COc1ccccc1C(=O)N(Cc1ccc(Cl)cc1)C1CCS(=O)(=O)C1 (stereo not given),-18,15,-2
O=C(C1=C(O)C(=O)N(CCc2ccccc2)C1c1cccnc1)c1ccco1 (stereo not given),-34,8,-1

Next section:
Results follow in this order: M1 PAM parental	M1 antag	CHRM1 PAM	CHO-K1 Ca antag	TAAR1 agonist	CHO parental Ca	M1 ag	M1 ag parental	TAAR1 antagonist
Oc1[nH]c2ccccc2c1C=Nc1ccc2c(c1)OCO2
    14	-8	5	-9	4	-11	-5	1.9	10
CCN(CC)C(C)C(=O)Nc1c2c(cc3c1CCC3)CCC2 (stereo not given)
    23	5	-2	-4	-1	-15	-10	1.8	-18
COc1cccc(/C=C2\SC(=O)N(CCC(=O)N3CCCCC3CCO)C2=O)c1 (stereo not given)
    -21	-14	6	-6	4	-19	1	8.0	6
Cc1c(C2CC(=O)N(c3ccccc3)C2=O)[nH]n(-c2ccccc2)c1=O (stereo not given)
    9	0	0	-4	9	-13	-3	0.1	-5
CCn1c(SCC(=O)NC(C)C)nnc1-c1cccs1
    16	-6	2	-1	6	0	-4	0.5	10
O=C(CCNS(=O)(=O)c1cccc2nonc12)Nc1ccc(Cl)cc1
    20	-10	7	-7	5	-12	-5	3.9	-4
CCOc1ccc(N=Nc2c(=O)[nH]n3c(=O)cc(C)[nH]c23)cc1
    20	-11	14	-11	5	-13	-3	-0.2	-15
COc1ccc(CN2CCN(Cc3ccco3)CC2)cc1
    -5	4	2	2	3	-8	-6	0.0	-14
O=Cc1ccc(OCCCOc2cccc3cccnc23)cc1
    -7	-5	1	5	6	-19	-7	2.8	3
Cc1ccc(S(=O)(=O)CCC(=O)OCC(=O)c2ccc(C)c(C)c2)cc1
    11	5	-4	-5	2	4	-5	6.3	-2
Cc1ccccc1NC(=O)C(c1ccccc1)C1CCCC1 (stereo not given)
    17	-4	-2	4	-1	-11	-9	1.1	17
COC(=O)Cc1cc(=O)n2[nH]c(C)nc2n1
    -5	20	-3	7	3	1	2	0.6	5
CCC(C(=O)Nc1ccccc1)c1ccccc1 (stereo not given)
    7	-6	6	-3	5	-11	-7	0.6	1
COc1ccc(Cl)cc1Nc1nc2ccc(C)cc2n2cnnc12
    -4	19	-6	-2	0	2	-3	0.1	11
CC(=O)N(C)c1ccc(NC(=O)C(Sc2ccccc2)c2ccccc2)cc1 (stereo not given)
    10	0	-9	4	8	-7	-5	3.0	21

Further entries:
Results follow in this order: M1 PAM parental	M1 antag	CHRM1 PAM	CHO-K1 Ca antag	TAAR1 agonist	CHO parental Ca	M1 ag	M1 ag parental	TAAR1 antagonist
Nc1ccn([C@@H]2O[C@H](COS(=O)(=O)O)[C@@H](O)[C@H]2O)c(=O)n1
    8	-1	4	-12	8	-4	-6	0.1	5
Cc1ccc(N(CC2CO2)S(=O)(=O)c2ccc([N+](=O)[O-])cc2)cc1 (stereo not given)
    28	-7	5	-14	3	-5	-9	1.2	-5
ClC(=C\c1ccccc1)/C=N/N1CCN(c2ccccn2)CC1
    18	-11	6	-16	9	-18	-3	1.8	24
O=C(C[n+]1cc(Br)cc(Br)c1)c1ccc(-c2ccccc2)cc1
    -4	0	10	-3	5	-7	-9	0.2	0
Cc1ccccc1N=Cc1cc2c(cc1[N+](=O)[O-])OCO2
    25	-12	11	-8	0	-10	-3	1.5	-2
Cc1ccc(N2CC(C(=O)N3CCC(C(=O)Nc4cccc(Br)c4)CC3)CC2=O)cc1 (stereo not given)
    13	-6	4	-12	0	3	-5	1.6	-6
C/C(CC(=O)Nc1ccc(N(C)C)cc1)=N\NC(=O)c1cnccn1
    -3	-1	12	13	1	0	2	-0.3	2
Cc1cc(NC(=O)CCC(=O)N(c2ccccc2)C(C(=O)NCC2CCCO2)c2cccnc2)no1 (stereo not given)
    17	-31	7	-9	16	8	-2	0.1	-10
CCCCn1c(N)c(N(C(=O)CSc2nncn2-c2ccccc2)C2CCCC2)c(=O)[nH]c1=O
    -3	0	5	-15	7	x	-3	0.1	6
CCOC(=O)Cn1c(O)c(N=NC(=O)CNC(=O)Cc2ccccc2)c2ccccc21
    7	-15	14	-8	1	-19	-2	-0.3	-18
Cc1ccc(NC(=O)C2CCN(C(=O)OC(C)(C)C)CC2)cc1S(=O)(=O)N1CCCCC1
    -12	-15	13	-6	2	-34	0	2.3	28
CCNC(=S)N(CCc1c(C)[nH]c2ccc(C)cc12)Cc1ccco1
    6	-12	5	2	0	-10	-7	0.4	21
CCCCC(=O)Nc1c2c(nn1-c1ccc([N+](=O)[O-])cc1)CS(=O)(=O)C2
    11	-18	18	-2	1	-8	-2	0.3	2
CCOC(=O)c1ccc(NC(=O)Cn2c(C)nc3c(sc(=S)n3CC)c2=O)cc1
    9	-11	9	6	1	-3	-3	0.2	-29
O=C1CSC(c2cccc([N+](=O)[O-])c2)N1CCN1CCCCC1 (stereo not given)
    18	-3	2	-2	6	-6	-11	0.6	8

Of the compounds above, these contain a furan ring, fused or not.
Results follow in this order: M1 PAM parental	M1 antag	CHRM1 PAM	CHO-K1 Ca antag	TAAR1 agonist	CHO parental Ca	M1 ag	M1 ag parental	TAAR1 antagonist
O=C(Nc1ccc(C(=O)N2CCCC(CO)C2)cc1)c1ccc(Br)o1 (stereo not given)
    20	3	-1	-1	9	-4	-2	0.4	-3
CC(=O)Oc1ccc(/C=N\NC(=O)c2cc3c(ccc4ccccc43)o2)cc1
    4	-3	5	-14	3	-1	-2	0.9	3
O=C(C1=C(O)C(=O)N(CCc2ccccc2)C1c1cccnc1)c1ccco1 (stereo not given)
    18	-34	8	-2	47*	-10	-2	0.0	-1
COc1ccc(CN2CCN(Cc3ccco3)CC2)cc1
    -5	4	2	2	3	-8	-6	0.0	-14
CCNC(=S)N(CCc1c(C)[nH]c2ccc(C)cc12)Cc1ccco1
    6	-12	5	2	0	-10	-7	0.4	21

Other entries
Results follow in this order: M1 PAM parental	M1 antag	CHRM1 PAM	CHO-K1 Ca antag	TAAR1 agonist	CHO parental Ca	M1 ag	M1 ag parental	TAAR1 antagonist
CCOC(=O)C1CCCN(c2c(N3CCN(c4ccccn4)CC3)c(=O)c2=O)C1 (stereo not given)
    15	-23	14	-5	1	-5	-1	0.3	5
COC(=O)Cc1c(C)nc2nc(-c3ccc(C)cc3)[nH]n2c1=O
    22	-11	10	-12	-1	-13	-3	0.7	-10
Cc1cccc(C(=O)NCC(=O)OCc2cc(=O)n3ccsc3n2)c1
    -9	18	-4	8	1	-14	-3	0.5	-11
CCOC(=O)c1sc2nc(C)nc(NCc3ccc(Cl)cc3)c2c1C
    -4	8	-3	-1	6	8	-4	2.6	19
CCCc1cc(C(=O)OC)c2ccccc2n1
    6	-7	5	-9	2	-2	-6	-0.1	-3
Cc1c(C(=O)OCC(=O)N2CC(=O)Nc3ccccc32)oc2ccc(Br)cc12
    13	-6	-3	-4	-1	0	-3	0.9	9
Cc1ccc(NC(=O)C2CCCN2S(=O)(=O)c2cccc3cccnc23)cc1F (stereo not given)
    19	-6	1	-9	-2	-8	-3	0.6	-26
O=C(CN(c1ccc(Cl)cc1)S(=O)(=O)c1ccc(Cl)c([N+](=O)[O-])c1)NCCc1ccc(F)cc1
    31	-10	11	-16	1	-18	-4	1.6	-20
